S1P2 ag – S1P2 receptor agonists, primary screen, cell-based. S1P2-expressing cell line, agonist reporter read-out. 97,000 compounds, 0.46% hits. activation, % at 4.5 µM. AID 729, 2007. Sphingosine 1-phosphate receptor 2 (Homo sapiens), O95136; in the data active means activation above about 16%;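 further: 0% = vehicle low control and 100% = maximal reference agonist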
PostGolgi ctrl – growth inhibition of yeast control strain, primary screen, counter-screen for post-Golgi transport modulator project. 98,000 compounds, 5% hits. efflux-deficient yeast background strain, growth absorbance A615, 16 h. inhibition, % at 10 µM; in the data active means inhibition above about 30%
PTPN22 act – LYP phosphatase activators, primary screen, biochemical, DiFMUP fluorescence, 2 µM | recombinant LYP; 0 = plate median, 100 = signal doubled | activation, % at 2 µM | 96,000 compounds, 0.11% hits | AID 697, 2007;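 active means activation at 2 µM above a set limit, the mean plus 5 SD, cut at about 37% in these data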
Target sequence (Q9Y2R2 whole entry, looked up): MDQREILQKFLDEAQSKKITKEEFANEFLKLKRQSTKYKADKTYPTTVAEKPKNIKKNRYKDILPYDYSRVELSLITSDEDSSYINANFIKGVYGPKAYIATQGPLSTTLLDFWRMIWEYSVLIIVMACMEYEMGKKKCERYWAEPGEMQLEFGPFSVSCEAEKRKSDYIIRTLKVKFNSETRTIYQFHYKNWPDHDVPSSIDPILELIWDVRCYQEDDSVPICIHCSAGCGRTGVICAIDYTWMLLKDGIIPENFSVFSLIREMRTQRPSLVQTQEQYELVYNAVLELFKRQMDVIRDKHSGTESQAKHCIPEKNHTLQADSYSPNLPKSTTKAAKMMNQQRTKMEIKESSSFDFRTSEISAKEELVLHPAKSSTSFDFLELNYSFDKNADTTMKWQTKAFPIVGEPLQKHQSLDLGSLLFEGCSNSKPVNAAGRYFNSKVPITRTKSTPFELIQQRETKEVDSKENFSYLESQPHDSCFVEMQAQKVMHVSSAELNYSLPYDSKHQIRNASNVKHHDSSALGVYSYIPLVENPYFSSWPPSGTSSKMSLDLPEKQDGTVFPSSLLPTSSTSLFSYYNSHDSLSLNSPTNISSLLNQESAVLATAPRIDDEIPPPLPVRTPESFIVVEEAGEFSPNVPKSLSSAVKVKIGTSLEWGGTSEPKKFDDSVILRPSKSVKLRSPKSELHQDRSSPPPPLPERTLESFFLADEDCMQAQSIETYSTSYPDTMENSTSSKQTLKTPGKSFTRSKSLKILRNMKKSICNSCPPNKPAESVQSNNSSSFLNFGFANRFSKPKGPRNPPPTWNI
HUVEC inhibit – inhibitors of HUVEC proliferation, primary screen, cell-based, 384-well. CellTiter-Glo luminescence, 72 h; hits give low values. viability, % at 10 µM (by protocol). 86,000 compounds, 1.1% hits. AID 648, 2007;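 active means viability at or below 30%; inactive means viability above 30%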;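 further: 100% = median luminescence of DMSO-only cell control wells on each plate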
sEH inhibitor – soluble epoxide hydrolase inhibitors, primary screen, biochemical, human sEH; AID 707, 2007; 91,000 compounds, 0.34% hits; Bifunctional epoxide hydrolase 2 (Homo sapiens), P34913; inhibition, % at 2 µM; recombinant human sEH enzymatic activity assay; in the data active means inhibition above about 80%; further: values of inactives mirror those of a sister screen read the other way; many of its hits are not listed in these tables
S1P2 antag – human S1P2 receptor antagonists, primary screen, cell-based | Sphingosine 1-phosphate receptor 2 (Homo sapiens), O95136 | cell-based S1P2 antagonist assay, inhibition at 5 uM | inhibition, % at 5 µM | 97,000 compounds, 0.21% hits; in the data active means inhibition above about 45%;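 further: CRE beta-lactamase reporter cells expressing human S1P2 stimulated with S1P; 0% = agonist at EC80 alone and 100% = agonist plus reference antagonist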
Fibroblast inh – antiproliferative effect on LL 47 fibroblasts – human, LL 47 cells, CellTiter-Glo luminescence, primary screen | LL 47 human lung fibroblast viability, ATP luminescence; hits give low values | viability, % at 10 µM | 85,000 compounds, 1.1% hits;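 active means viability at or below 50% in the single dose screen; inactive means viability above 50%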;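 further: compound exposure lasted 72 h before the ATP readout; 100% = median luminescence of untreated cell-only wells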
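Test system: LL 47 human lung fibroblasts / Incubation: 72 h compound exposure at 37 °C after overnight plating / Technique: luminescent ATP detection, CellTiter-Glo / Compound dosing: 0.1% DMSO in all compound wells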
sEH activator – soluble epoxide hydrolase activators, primary screen, biochemical, human sEH; purified human sEH enzymatic activity, activator screen; Bifunctional epoxide hydrolase 2 (Homo sapiens), P34913; activation, % at 2 µM; AID 717, 2007; 91,000 compounds, 0.04% hits; in the data active means activation above about 37%; further: values of inactives mirror those of a sister screen read the other way
H69AR growth 86K – proliferation blockers of H69AR lung cancer cells, primary screen, cell-based, human, 86K library. viability, % at 10 µM. 85,000 compounds, 6% hits. H69AR lung tumor viability, ATP luminescence, 72 h; hits give low values. AID 598, 2007;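 active means viability at or below 40%; inactive means viability above 40%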;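 further: multidrug resistant small cell line overexpressing MRP-1 efflux transporter; 100% = mean luminescence of untreated control wells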
Numbers without * were called inactive; . = no result given. A portion of the library; rates above refer to the full screens.

No.	Molecule	S1P2 ag	PostGolgi ctrl	PTPN22 act	HUVEC inhibit	sEH inhibitor
1	CCCCOc1ccc(C(=O)NCc2ccccn2)cc1	-1	35*	-7	94	10
2	CC(=O)OC1CC2(C)C(=O)CCC2C2CCc3cc(O)ccc3C12 (configuration not stated)	-6	-1	6	103	2
3	O=C(NCCSCc1ccco1)Nc1ccccc1	-3	-2	-11	.	66
4	COc1ccc(N(CC(=O)N2CCc3ccccc32)S(=O)(=O)c2c(C)nn(C)c2C)cc1	-8	11	7	95	-9
5	O=C(CSc1ncnc2c1oc1ccccc12)N1CCN(c2ccccc2)CC1	-4	.	-5	88	-6
6	CCOc1cc(/C=N/n2cnnc2)ccc1O	-6	0	-1	.	7
7	COc1ccccc1C(=O)NCC(=O)n1nc(C)cc1C	-5	2	5	98	24
8	CCOc1ccc(C2CC(c3cccc(C)c3)n3nc(N)nc3N2)cc1 (configuration not stated)	.	4	.	94	.
9	Cc1cc(C)n(C(=O)C23CC4CC(CC(C4)C2)C3)n1	-1	-1	2	91	-11
10	CC(=O)N(C(C)=O)c1c(N2CCOCC2)c2ccccc2oc1=O	-1	13	-7	100	-10
11	CCOC(=O)C(C)n1cnc2c(nnn2Cc2ccc(Cl)cc2)c1=O (configuration not stated)	-14	-5	15	95	16
12	O=C(NNS(=O)(=O)c1ccccc1)C1CCN(S(=O)(=O)c2ccccc2)CC1	-2	5	-8	.	7

No.	S1P2 antag	Fibroblast inh	sEH activator	H69AR growth 86K
1	20	101	-7	95
2	-2	96	-4	88
3	8	.	-66	.
4	8	96	13	90
5	17	105	0	84
6	1	.	-6	.
7	23	99	-21	101
8	.	110	.	107
9	15	101	11	97
10	19	95	10	95
11	12	98	-17	104
12	16	.	-6	.

Following part:
No.	Molecule	S1P2 ag	PostGolgi ctrl	PTPN22 act	HUVEC inhibit	sEH inhibitor
13	N#C/C(=C\c1cn(CCOc2ccccc2)c2ccccc12)C(=O)NCC1CCCO1 (configuration not stated)	-7	17	6	.	-11
14	COc1ccc(CCNS(=O)(=O)c2ccc3c(c2)OCCO3)cc1	-4	3	-6	96	-3
15	CCOc1ccccc1NC(=O)C1C2C=CC(C2)C1C(=O)O (configuration not stated)	-3	29	-1	86	7
16	COc1ccccc1-n1c(C)nc2cc(C(=O)O)ccc21	-3	0	1	89	-23
17	OCCN=C(c1ccccc1)C12CN3CN(CN(C3)C1)C2	-6	-5	9	109	.
18	Cc1ccccc1NC(=S)NNc1ncc(C(F)(F)F)cc1Cl	-3	1	0	.	-2
19	CCOC(=O)C1=C(C)NC(=O)NC1c1ccc(OC(=O)c2ccco2)c(OC)c1 (configuration not stated)	-6	-2	-6	91	8
20	CC(C)(C)C1CCC(=O)C(C2(O)C(=O)Nc3ccccc32)C1 (configuration not stated)	-4	5	10	94	10
21	Cc1c(CCC(C)C)c(-n2ccnc2C)n2c(nc3ccccc32)c1C#N	7	3	14	105	0
22	COC(=O)c1coc(-c2ccc(C)cc2)c1C(=O)OC	-3	13	-4	100	0
23	CC(=O)c1cccc(NC(=O)c2ccc(NS(=O)(=O)c3c(C)noc3C)cc2)c1	-3	-6	4	.	-10
24	Cc1nn(Cc2ccc(Cl)cc2Cl)c(C)c1NC(=O)C1C2CCC(O2)C1C(=O)O (configuration not stated)	-4	.	12	107	-2

No.	S1P2 antag	Fibroblast inh	sEH activator	H69AR growth 86K
13	-11	.	8	.
14	-8	99	5	102
15	-6	96	-5	106
16	-20	94	20	110
17	2	102	.	97
18	-12	.	3	.
19	13	90	-10	96
20	8	105	-5	80
21	-21	100	2	23*
22	-12	98	3	82
23	22	.	12	.
24	8	97	5	92

(list continues)
No.	Molecule	S1P2 ag	PostGolgi ctrl	PTPN22 act	HUVEC inhibit	sEH inhibitor
25	CCCn1c(N)nc2ccccc21	-2	-5	-6	99	-3
26	O=C(COc1ccccc1)Nc1nc2ccccc2[nH]1	0	-1	6	102	-2
27	CCC(=O)Nc1ccc(C(=O)Nc2cc(C)on2)cc1	-3	1	-1	.	-9
28	CCOC(=O)N1CCN(C(=O)CN(Cc2ccc(Cl)cc2)S(=O)(=O)c2ccccc2)CC1	-9	12	0	111	16
29	COC(=O)C(C)NS(=O)(=O)c1ccc(NC(C)=O)cc1 (configuration not stated)	-4	0	-1	102	6
30	Cc1nc(NC(=O)c2ccccc2)sc1-c1csc(N)n1	-4	21	-3	55	44
31	O=C(CN1CCOCCOCCN(CC(=O)Nc2ccccc2)CCOCC1)Nc1ccccc1	-7	2	-3	82	2
32	O=C(Nc1ccc2c(c1)OCO2)c1ccc(CN2CCOCC2)cc1	-2	21	-1	86	2
33	C=CCn1c2ccccc2c2nnc(SCCCn3c(=O)[nH]c4ccccc43)nc21	11	26	6	.	-5
34	CC(C)(C)n1ncc2c(=O)n(CC(=O)NCc3ccccc3)cnc21	.	-1	.	58	.
35	O=C(NCCc1ccccc1)C1CCN(c2nc3ccccc3o2)CC1	-7	6	-4	92	69
36	CCC(Sc1nc(C)cc(=O)[nH]1)C(=O)Nc1ccc(Cl)cn1 (configuration not stated)	-1	4	4	95	-14

No.	S1P2 antag	Fibroblast inh	sEH activator	H69AR growth 86K
25	-2	112	5	89
26	20	99	0	102
27	-7	.	10	.
28	-9	98	-15	81
29	-24	98	-3	93
30	10	84	-42	30*
31	7	93	-4	85
32	4	99	-2	90
33	-31	.	9	.
34	.	80	.	24*
35	3	102	-69	90
36	9	91	13	99

Other results follow:
No.	Molecule	S1P2 ag	PostGolgi ctrl	PTPN22 act	HUVEC inhibit	sEH inhibitor
37	O=C(CSc1nnc2ccccn12)NC(=O)NC1CCCCC1	-7	9	9	101	2
38	O=C(Nc1cccc2ccccc12)N1CC=CCC1	-2	12	0	85	-10
39	Cc1ccc(NC(=O)Cn2cccc2)cc1C	-3	1	8	107	-4
40	O=C(c1ccncc1)N(Cc1ccco1)Cc1cc2ccccc2[nH]c1=O	-5	4	-10	99	.
41	CCN1C(=O)C(O)(CC(=O)c2cc(C)ccc2C)c2ccccc21 (configuration not stated)	-5	9	-3	83	11
42	COc1ccc(NS(=O)(=O)c2cc(-c3nnnn3C)ccc2OC)cc1	-8	12	-7	.	1
43	CCN(Cc1ccccc1)S(=O)(=O)c1ccc(S(=O)(=O)N(Cc2ccccn2)Cc2ccco2)cc1	-5	-15	-16	70	0
44	Cc1[nH][nH]c(=O)c1C(c1ccc(-c2ccc(Cl)cc2)o1)c1c(C)[nH][nH]c1=O	-2	4	2	24*	-5
45	O=C(c1ccc(C(=O)N2CCOCC2)nc1)N1CCOCC1	-2	4	0	99	-4
46	CCOC(=O)N1CCN(S(=O)(=O)c2ccc(C(=O)Nc3ccc(F)cc3F)cc2)CC1	-7	5	20	52	45
47	COCCn1c(C)cc(C(=O)COC(=O)c2ccc3ncsc3c2)c1C	-10	4	9	85	21
48	CC1Cc2ccccc2N1C(=O)CN1C(=O)CN(C)C(=O)c2ccccc21 (configuration not stated)	6	5	4	92	-24

No.	S1P2 antag	Fibroblast inh	sEH activator	H69AR growth 86K
37	11	100	-4	97
38	-23	94	9	92
39	10	103	5	98
40	19	102	.	88
41	-2	103	-12	105
42	7	.	-1	.
43	14	102	-1	22*
44	-7	74	7	1.9*
45	0	107	4	98
46	9	48*	-46	20*
47	-4	106	-21	80
48	-9	95	27	82

Copied from above: compounds 31–41
No.	Molecule	S1P2 ag	PostGolgi ctrl	PTPN22 act	HUVEC inhibit	sEH inhibitor
31	O=C(CN1CCOCCOCCN(CC(=O)Nc2ccccc2)CCOCC1)Nc1ccccc1	-7	2	-3	82	2
32	O=C(Nc1ccc2c(c1)OCO2)c1ccc(CN2CCOCC2)cc1	-2	21	-1	86	2
33	C=CCn1c2ccccc2c2nnc(SCCCn3c(=O)[nH]c4ccccc43)nc21	11	26	6	.	-5
34	CC(C)(C)n1ncc2c(=O)n(CC(=O)NCc3ccccc3)cnc21	.	-1	.	58	.
35	O=C(NCCc1ccccc1)C1CCN(c2nc3ccccc3o2)CC1	-7	6	-4	92	69
36	CCC(Sc1nc(C)cc(=O)[nH]1)C(=O)Nc1ccc(Cl)cn1 (configuration not stated)	-1	4	4	95	-14
37	O=C(CSc1nnc2ccccn12)NC(=O)NC1CCCCC1	-7	9	9	101	2
38	O=C(Nc1cccc2ccccc12)N1CC=CCC1	-2	12	0	85	-10
39	Cc1ccc(NC(=O)Cn2cccc2)cc1C	-3	1	8	107	-4
40	O=C(c1ccncc1)N(Cc1ccco1)Cc1cc2ccccc2[nH]c1=O	-5	4	-10	99	.
41	CCN1C(=O)C(O)(CC(=O)c2cc(C)ccc2C)c2ccccc21 (configuration not stated)	-5	9	-3	83	11

No.	S1P2 antag	Fibroblast inh	sEH activator	H69AR growth 86K
31	7	93	-4	85
32	4	99	-2	90
33	-31	.	9	.
34	.	80	.	24*
35	3	102	-69	90
36	9	91	13	99
37	11	100	-4	97
38	-23	94	9	92
39	10	103	5	98
40	19	102	.	88
41	-2	103	-12	105

(cont.)
No.	Molecule	S1P2 ag	PostGolgi ctrl	PTPN22 act	HUVEC inhibit	sEH inhibitor
49	Clc1ccc2nc(-c3ccc(Br)s3)cn2c1	-2	31*	4	.	-5
50	Cn1c(Cl)cnc1C(O)c1ccccc1 (configuration not stated)	-5	-2	8	105	10
51	CCOC(=O)c1cc2occc2n1CCCN1C(=O)c2ccccc2C1=O	1	8	10	103	-6
52	CCn1c(CCNC(=O)c2cccs2)nnc1SCC(=O)Nc1nc(-c2ccccc2)cs1	-9	.	3	87	12
53	Cc1noc(COc2ccccc2OCC(N)=O)c1Cl	-5	6	1	96	-21
54	CCc1nc2cc(CC(=O)O)ccc2o1	-4	19	5	.	1
55	CC12CN(C(=O)c3ccco3)CC(c3ccccc3)(CN(C(=O)c3ccco3)C1)C2=O	-4	3	-2	103	-9
56	CC1(c2ccccc2)NC(=O)N(CC(=O)N2CCOCC2)C1=O (configuration not stated)	-2	5	-7	87	-26
57	Cc1ccn(-c2ccc([N+](=O)[O-])cc2)n1	-13	4	-6	.	5
58	O=c1c2c(-c3cccs3)csc2ncn1-c1ccccc1	0	.	-3	80	-3
59	CCCCCc1nc(-c2nonc2N)no1	-2	4	-3	.	6
60	Cc1ccccc1-n1c(=O)cc(N2CCCCCC2)[nH]c1=O	.	7	.	88	.

No.	S1P2 antag	Fibroblast inh	sEH activator	H69AR growth 86K
49	-10	.	2	.
50	-14	98	-10	93
51	-13	97	4	110
52	9	97	-12	90
53	12	97	23	95
54	10	.	0	.
55	-6	94	9	74
56	-6	102	28	96
57	0	.	-2	.
58	-36	86	6	107
59	4	.	-7	.
60	.	94	.	83

(more compounds)
No.	Molecule	S1P2 ag	PostGolgi ctrl	PTPN22 act	HUVEC inhibit	sEH inhibitor
61	COC(=O)c1cn(C)c2ccc(S(=O)(=O)N3CC(C)CC(C)C3)cc2c1=O (configuration not stated)	-4	8	-6	86	.
62	COc1ccc(OC)c(C2CC(=O)N3CN(c4ccc(C)c(Cl)c4)CSC3=C2C#N)c1 (configuration not stated)	-5	6	-8	84	8
63	O=C(c1cnc2n(c1=O)CCS2)N1CCN(c2ccc(Cl)c(Cl)c2)CC1	-5	1	4	101	-5
64	N#Cc1ccc(-c2ccco2)nc1SCc1ccccc1	-7	11	16	89	5

No.	S1P2 antag	Fibroblast inh	sEH activator	H69AR growth 86K
61	11	91	.	102
62	3	96	-9	87
63	-6	94	4	88
64	8	81	-6	25*

Compound activity deposited in PubChem by several laboratories.
